Screening data as filed in PubChem.
hERG WT inh: blocks the wildtype human KCNH2 potassium channel; Q12809; U2OS, BacMam KCNH2, thallium flux FluxOr; active compounds read low; activity change, % at 1.84 µM; 340,000 compounds, 0.37% hits; AID 720551;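 active means maximum activity change below -70%; inconclusive means maximum activity change between -70% and -50%; inactive means maximum activity change above -50%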
Target sequence (Q12809 whole entry, looked up): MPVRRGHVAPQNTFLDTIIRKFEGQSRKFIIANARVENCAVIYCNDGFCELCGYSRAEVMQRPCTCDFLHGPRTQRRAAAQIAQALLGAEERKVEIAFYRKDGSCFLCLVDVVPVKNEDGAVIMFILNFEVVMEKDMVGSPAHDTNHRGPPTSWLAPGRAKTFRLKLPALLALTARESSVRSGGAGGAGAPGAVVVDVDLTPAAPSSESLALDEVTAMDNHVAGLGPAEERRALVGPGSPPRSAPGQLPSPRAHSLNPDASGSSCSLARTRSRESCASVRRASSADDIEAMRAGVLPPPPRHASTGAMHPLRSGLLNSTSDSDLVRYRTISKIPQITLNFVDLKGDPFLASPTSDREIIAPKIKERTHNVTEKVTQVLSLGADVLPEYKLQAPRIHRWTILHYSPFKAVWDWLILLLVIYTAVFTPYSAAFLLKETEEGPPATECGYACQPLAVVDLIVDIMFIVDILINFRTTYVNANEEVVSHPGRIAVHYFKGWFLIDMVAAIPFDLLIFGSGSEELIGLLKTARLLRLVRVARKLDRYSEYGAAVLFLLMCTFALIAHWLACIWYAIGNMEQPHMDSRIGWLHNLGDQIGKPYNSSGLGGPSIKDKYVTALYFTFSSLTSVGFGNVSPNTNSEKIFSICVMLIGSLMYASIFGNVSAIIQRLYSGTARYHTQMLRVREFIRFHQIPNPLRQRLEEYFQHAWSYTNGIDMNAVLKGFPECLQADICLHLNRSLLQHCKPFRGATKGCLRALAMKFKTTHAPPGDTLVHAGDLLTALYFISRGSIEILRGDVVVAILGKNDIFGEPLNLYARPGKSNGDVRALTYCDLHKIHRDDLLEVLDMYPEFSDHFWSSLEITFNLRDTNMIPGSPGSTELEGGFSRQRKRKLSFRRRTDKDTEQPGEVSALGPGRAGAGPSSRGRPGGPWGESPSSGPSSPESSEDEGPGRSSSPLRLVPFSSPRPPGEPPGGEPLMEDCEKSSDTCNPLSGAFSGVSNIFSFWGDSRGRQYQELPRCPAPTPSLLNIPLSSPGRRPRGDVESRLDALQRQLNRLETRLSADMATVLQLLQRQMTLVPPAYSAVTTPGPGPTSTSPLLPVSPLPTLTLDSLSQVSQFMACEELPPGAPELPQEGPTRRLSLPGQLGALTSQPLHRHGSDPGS
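U2OS cells transduced with wild-type KCNH2 virus are loaded with FluxOr dye for 45 min, and thallium flux is measured in kinetic reads before and after stimulation buffer. Rate constants are normalized to DMSO controls.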
uPA generation: inhibitors of cell surface uPA generation; 330,000 compounds, 0.31% hits; Potency, µM (top dose mostly 38.3 µM), for the others: at the highest dose activity change, negative = inhibition, most hits filed as inhibitors; cell surface uPA generation assay, qHTS; active means well fitted inhibition curve with a large enough effect; inconclusive means small, poorly fitted or top-dose-only effect; inactive means no such curve, though single readings can be large or run the other way; tested in mouse RAW 264.7 cells; further: potency means the concentration at half of the fitted maximal effect; nearly all actives have a fitted effect of over 55% in size
Giardia killer: Giardia lamblia killing. Giardia lamblia trophozoite viability. activity change, % at 7.66 µM, hits read low. 340,000 compounds, 0.15% hits. AID 540267; in the data active means activity change below about -80%; inconclusive means between about -30% and that limit;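 further: parasites exposed to compound for two days anaerobically before the ATP read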
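Each well holds 100 Giardia trophozoites and compound. After two days (48 hrs) at 37 deg C in anaerobic conditions, ATP is quantified by luminescence.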
KCNH2 3.1 inh: inhibitors of human KCNH2 3.1 potassium channel isoform; U2OS KCNH2 3.1, thallium flux FluxOr; active compounds read low; activity change, % (tested at about 1.8 µM); 340,000 compounds, 0.95% hits;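 active means maximum activity change below -70%; inconclusive means maximum activity change from -70% to -50%; inactive means maximum activity change above -50%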;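 further: thallium influx rate constant from kinetic fluorescence after stimulation buffer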
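Kinetic fluorescence (2 min after stimulation buffer) measures Tl+ influx through KCNH2 3.1 expressed by viral transduction in U2OS cells; the rate constant is normalized against DMSO controls serving as positive and negative references.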
An asterisk follows results filed as active; ? = inconclusive. On the % scale 0 is the no-effect control and ±100 the full control effect.

No.	SMILES	hERG WT inh	uPA generation
1	COc1ccc(OC)c2sc(N3CCN(c4ccccc4)CC3)nc12	-13	-6%
2	O=C1CCCCC1Sc1ccc(Cl)cc1[N+](=O)[O-] (centres undefined)	-6	0%
3	Cc1ccc(NC(=S)NNc2ccc(C(=O)O)cc2[N+](=O)[O-])cc1C	-2	0%
4	CN(C)CCC1(C2=CCCC2)CC/C(=C/c2ccc(Cl)cc2)C1=O (centres undefined)	?	-7%
5	Cc1ccc(Cn2c(C(C)Nc3nc(-c4ccc(F)cc4)cs3)nc3cc(C(F)(F)F)ccc32)cc1 (centres undefined)	15	9%
6	O=C(Cc1ccc(NC(=O)C2CCCN(C(=O)CCc3ccccc3)C2)cc1)Nc1cccc(C(=O)N2CCCC2)c1 (centres undefined)	-3	-19%
7	O=C(NC1=CC(=O)c2ccccc2C1=O)c1ccccc1	-3	-16%
8	Cc1nc2[nH]c(=O)n(O)c(=O)c2s1	11	9%
9	CCN1C[C@@H]2[C@@H]3C(=O)N(Cc4ccccc4)C(=O)[C@@H]3[C@](C)(C1=O)N2C(=O)c1ccc(Cl)cc1	-4	-1%
10	CC(=O)C1CCC2C3CCC4CC(=O)CCC4(C)C3C(C)(O)CC12C (centres undefined)	-1	-5%
11	CCOC(=O)c1ccccc1OC(=O)NNc1ccccc1	-3	1%
12	COc1ccc(OCCCC(=O)OCC(=O)N2CCN(S(=O)(=O)c3ccc(C)cc3C)CC2)cc1	-5	-2%

No.	Giardia killer	KCNH2 3.1 inh
1	0	3
2	1	-3
3	-1	-5
4	-20	?
5	-6	3
6	0	-46
7	-3	5
8	3	11
9	10	0
10	-26	21
11	9	0
12	-3	-22

(more compounds)
No.	SMILES	hERG WT inh	uPA generation
13	O=C(CSc1ncccn1)NNC(=O)c1ccccc1	8	5%
14	CCN(C(=O)CSc1nnc(-c2ccccc2Cl)n1N)c1c(N)n(Cc2ccccc2)c(=O)[nH]c1=O	-4	4%
15	COc1cccc(SCc2noc(C(=O)NCC3CC3)c2C(=O)NCC2CC2)c1	-4	15%
16	Cc1onc(-c2ccccc2)c1C(=O)N[C@@H]1C(=O)N2C1SC(C)(C)[C@@H]2C(=O)O (some centres undefined)	-3	24%
17	O=C(Cn1ccc([N+](=O)[O-])n1)NCc1ccccc1	3	-5%
18	Nc1ccc2c(c1)Cc1cc(Cl)c(Cl)cc1-2	-11	-11%
19	COc1ccc(-c2c3c(nc4sc(C(=O)Nc5ccccc5)c(N)c24)CCC3)cc1	-1	8%
20	COc1ccc2[nH]c(=O)c(-c3nnn(-c4ccc(Cl)nc4)n3)cc2c1	-2	-8%
21	CC(CNc1ccc(Cl)cc1)(CNc1ccc(Cl)cc1)[N+](=O)[O-]	0	3%
22	COCCNC(=O)C1CC(c2ccc(C(F)(F)F)cc2)=NO1 (centres undefined)	-7	2%
23	CCCCN(C(=O)c1cccc(S(=O)(=O)N(CC)c2ccccc2)c1)c1c(N)n(CCCC)c(=O)[nH]c1=O	-14	6%
24	O=S(=O)(c1ccccc1)N1CCN(Cc2ccccc2)c2ccccc21	9	-6%

No.	Giardia killer	KCNH2 3.1 inh
13	-4	0
14	-27	2
15	22	-11
16	-4	-2
17	-2	3
18	-2	4
19	28	-39
20	4	-99*
21	-2	-11
22	-21	-8
23	5	20
24	-6	-14

Record cards, as listed above:
Listed for O=C(Cn1ccc([N+](=O)[O-])n1)NCc1ccccc1 : hERG WT inh: 3; uPA generation: -5%; Giardia killer: -2; KCNH2 3.1 inh: 3
Listed for COc1cccc(SCc2noc(C(=O)NCC3CC3)c2C(=O)NCC2CC2)c1 : hERG WT inh: -4; uPA generation: 15%; Giardia killer: 22; KCNH2 3.1 inh: -11

Additional records
No.	SMILES	hERG WT inh	uPA generation
25	COc1ccc(OC(C)C(=O)NCC2CCCO2)cc1 (centres undefined)	1	4%
26	COc1cccc(OC)c1C(=O)Nc1ccccc1Sc1ccccc1	-1	-5%
27	COc1ccc(NS(=O)(=O)c2cc(OC)ccc2OC)cc1	-5	-2%
28	C#CCOCCOCCOCCNc1nc(N2CCN(C(=O)[C@H]([C@@H](C)O)n3cc(CCCCN)nn3)CC2)nc(N2CCN(C(=O)[C@H](C)n3cc(CCC(=O)O)nn3)CC2)n1	-7	-10%
29	COCC(=O)N1CCc2ccc(NC(=O)c3ccc(C(F)(F)F)cc3)cc2C1	5	2%
30	CC1(C)SC2c3ccccc3C(=O)N2C1C(=O)O (centres undefined)	7	6%
31	O=C(Cc1ccccc1)c1ccc(O)cc1O	1	-1%
32	COc1ccc(C(=O)NCC(c2ccco2)N2CCCCC2)cc1S(=O)(=O)Nc1ccc(C)cc1 (centres undefined)	-4	5%
33	Cc1ccc(NC(=O)c2ncn(CCCNCCCc3ccccc3)n2)cc1C	-80*	?
34	C[C@@H](NCCCn1cnc2c(OCc3ccccc3)ncnc21)c1cccc2ccccc12	6	-11%
35	CN(C)S(=O)(=O)c1ccc(/C(O)=C2/C(=O)C(=O)N(CCN3CCCCC3)C2c2cccnc2)cc1 (centres undefined)	-14	4%
36	CC(CCc1ccccn1)(CCc1ccccn1)C(=O)c1ccccc1	9	4%

No.	Giardia killer	KCNH2 3.1 inh
25	-7	13
26	1	-31
27	-10	1
28	6	-21
29	-6	9
30	-3	-11
31	-22	1
32	-24	4
33	-20	-91*
34	-6	-45
35	-13	-5
36	-20	-10

Next part:
No.	SMILES	hERG WT inh	uPA generation
37	OC1c2cc(Cl)ccc2-c2c(Cl)cc(Cl)cc21 (centres undefined)	0	-3%
38	COC(=O)C1=C(\O)CCCC/C=C\1C(=O)O	6	6%
39	COc1cc2c(oc(=O)c3cc(C)cc(OC)c32)c2c(C3OC(C)C(O)C(C)(O)C3O)ccc(O)c12 (centres undefined)	-4	-11%
40	O=C1CCCCC1Nc1ccc2ccccc2c1 (centres undefined)	0	2%
41	CCC1(C(=O)NC(=Nc2ccccc2)Nc2ccccc2)CCOC1=O (centres undefined)	4	-3%
42	COc1cc(C(=O)N2CCN(CC(O)COc3ccccc3)CC2)cc(OC)c1OC (centres undefined)	1	-2%
43	CCOC(=O)c1cnc(N)nc1-c1ccccc1	-3	-9%
44	O=C(CN1CCOc2ccccc21)N1CCN(c2cccc(Cl)c2)CC1	13	-23%
45	C[C@H](NC(=O)COc1ccccc1)C(=O)OCC(=O)c1cc2ccccc2o1	-2	1%
46	CN(Cc1ccccc1)C(=O)c1cccc(NC(=O)Cc2ccc(NC(=O)C3CCCN(C(=O)C4CCCCC4)C3)cc2)c1 (centres undefined)	-20	-1%
47	COc1nc(=O)n(C2OC(CO)C(O)C2O)cc1C (centres undefined)	-4	3%
48	CCN(CC)CC(C)(C)C(=O)/C=C/c1ccc(/C=C/C(=O)C(C)(C)CN(CC)CC)cc1	1	-6%

No.	Giardia killer	KCNH2 3.1 inh
37	-20	8
38	12	13
39	-1	-17
40	-5	-6
41	-19	12
42	10	-11
43	-7	-15
44	14	2
45	4	-21
46	-16	-2
47	3	14
48	-4	-4

Among those listed so far, these have fluorine:
No.	SMILES	hERG WT inh	uPA generation
5	Cc1ccc(Cn2c(C(C)Nc3nc(-c4ccc(F)cc4)cs3)nc3cc(C(F)(F)F)ccc32)cc1 (centres undefined)	15	9%
22	COCCNC(=O)C1CC(c2ccc(C(F)(F)F)cc2)=NO1 (centres undefined)	-7	2%
29	COCC(=O)N1CCc2ccc(NC(=O)c3ccc(C(F)(F)F)cc3)cc2C1	5	2%

No.	Giardia killer	KCNH2 3.1 inh
5	-6	3
22	-21	-8
29	-6	9

Later entries
No.	SMILES	hERG WT inh	uPA generation
49	Cc1ccc(OCc2nnc(SCC(=O)N3CCc4ccccc43)n2C)cc1	-2	3%
50	Cc1ccc(NC(=O)c2ncn(CCCN(C)CCc3ccccn3)n2)cc1C	14	9%
51	COc1ccc(OCCN2CCCC2)cc1Nc1nnc(Cl)c(Nc2ccccc2S(C)(=O)=O)n1	-6	-16%
52	CC(CNC(=O)CCc1ccccc1)NC(=O)CCc1ccccc1 (centres undefined)	5	-2%
53	C(=NOCCc1ccccc1)c1cccnc1	3	6%
54	CC(=O)c1ccc(Nc2nc(-c3ccccc3)nc3ccccc23)cc1	-7	-1%
55	COc1ccc(CCNC(=O)CNS(=O)(=O)c2ccc(Cl)cc2)cc1	0	0%
56	CC(=O)C1CCC2C3CC=C4N(C)C(=O)CCC4(C)C3CCC12C (centres undefined)	-2	2%
57	Cc1cn(C(C)C)c(=O)n(-c2ccccc2)c1=O	2	-1%
58	Cc1cc(CCNC=O)c(C)c2c1oc1ccccc12	-10	-2%
59	O=C(O)C(=Cc1ccccc1)Cc1ccccc1	-1	1%
60	CN1/C(=C/C(=O)COC(=O)CN2C(=O)C3CC=CCC3C2=O)C(C)(C)c2ccccc21 (centres undefined)	-9	-1%

No.	Giardia killer	KCNH2 3.1 inh
49	-14	-12
50	0	-27
51	19	-16
52	-12	-1
53	3	11
54	15	-12
55	-4	-9
56	-16	-10
57	5	25
58	6	-9
59	10	-7
60	4	-7

Going on with the list.
No.	SMILES	hERG WT inh	uPA generation
61	N#CC(CC(=O)c1ccc(Cl)cc1)c1ccccc1 (centres undefined)	-14	1%
62	COc1ccc(C(=Cc2cc(OC)c(OC)cc2[N+](=O)[O-])C(=O)O)cc1	-11	-2%
63	O=C(Cc1cccc(NC(=O)C2CCCN(C(=O)C3CCC3)C2)c1)Nc1cccc(C(=O)N2CCCCC2)c1 (centres undefined)	-8	9%
64	CN(Cc1cc(Cl)cc(Cl)c1)CC(C(=O)c1ccccc1)c1ccccc1 (centres undefined)	0	-10%
65	COc1ccc(-c2ccccc2)c2oc(-c3ccco3)cc(=O)c12	?	4%
66	CC(=O)Nc1ccc(S(=O)(=O)N[C@@H](C)C(=O)OCC(=O)Nc2ccc3c(c2)OCCO3)cc1	4	-7%
67	N=C(N)c1ccc(N=Nc2c(O)ccc3c2[nH]c2ccccc23)cc1	23	-3%
68	CCC1(CC)NC(=S)NC1=S	24	-1%
69	CCN(c1ccccc1)S(=O)(=O)c1cccc(C(=O)N(C)CC(=O)Nc2ccc(F)c(F)c2F)c1	3	1%
70	CCN1CCN(S(=O)(=O)c2ccc(Cl)c(C(=O)N(C)Cc3ccc(C(C)(C)C)cc3)c2)CC1	16	?
71	Cc1cc(NC(=O)CSc2nc(C3CC3)nc3sc4c(c23)CCC(C)C4)no1 (centres undefined)	-1	-12%
72	COc1ccc(CCNC(=O)c2ccccc2C(=O)NCCc2ccc(OC)cc2)cc1	-2	-21%

No.	Giardia killer	KCNH2 3.1 inh
61	-1	-11
62	-18	3
63	6	6
64	2	-1
65	-2	-4
66	?	-15
67	2	9
68	-13	2
69	4	3
70	-16	-16
71	1	-16
72	11	-16

(continued)
No.	SMILES	hERG WT inh	uPA generation
73	Cc1ncc(S(=O)(=O)c2ccc(Cl)cc2)c(N)n1	-14	-9%
74	CC1CN(N=Cc2ccc([N+](=O)[O-])o2)C(=N)O1 (centres undefined)	9	-10%
75	CC(=O)n1cc([C@H]2C=C(C(=O)N3CCOCC3)O[C@@H](OCCCCO)C2)c2ccccc21	-6	1%
76	Cc1n[nH]c2c([N+](=O)[O-])c(=O)[nH]c(=O)n12	8	4%
77	C=C1CC[C@@H]2[C@](C)(CO)[C@H](O)CC[C@@]2(C)[C@@H]1C/C=C1/C(=O)OCC1O (some centres undefined)	28	?
78	COCCn1c(SCC(=O)Nc2nc3ccccc3s2)nnc1-c1ccoc1C	-6	4%

No.	Giardia killer	KCNH2 3.1 inh
73	20	-7
74	?	6
75	2	-21
76	5	5
77	2	7
78	-23	3

A portion of the library. The share of hits here may be higher or lower than overall.
